# From PubChem BioAssay
# Pf Dd2 inh: P. falciparum Dd2 growth inhibitors, primary screen, SYBR Green fluorescence, single dose replicates; activity change, % at 10 µM; 72 h; hits give low values; 94,000 tested, 2.3% active; in the data active = activity change below about -80%
# C diff growth: C. difficile growth inhibitors, primary screen, HTS. AID 1259249, 2017. growth activity, negative = inhibition, % at 16 µg/mL (by protocol). Clostridium difficile clinical isolate growth, OD600, 24 h; hits give low values. 86,000 tested, 0.25% active;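 active = mean growth activity at or below -80% and every replicate also at or below -80%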;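 note: 0% = DMSO wells and -100% = levofloxacin 16 µg/mL wells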
# KDM4C inh: inhibitors of GASC-1 (KDM4C) histone demethylase, primary screen, biochemical, single concentration HTS | Lysine-specific demethylase 4C (Homo sapiens), Q9H3R0 | GST-KDM4C 2-372, H3K9me3 peptide, LANCE TR-FRET | inhibition, % at 12.5 µM | 96,000 tested, 0.15% active | AID 720574, 2013;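 active = mean replicate inhibition above about 25%, with at least 55% of replicates also reaching it, limit read from the data, passing the limit was not always enough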
# Target sequence (Q9H3R0 2-372 limits assumed): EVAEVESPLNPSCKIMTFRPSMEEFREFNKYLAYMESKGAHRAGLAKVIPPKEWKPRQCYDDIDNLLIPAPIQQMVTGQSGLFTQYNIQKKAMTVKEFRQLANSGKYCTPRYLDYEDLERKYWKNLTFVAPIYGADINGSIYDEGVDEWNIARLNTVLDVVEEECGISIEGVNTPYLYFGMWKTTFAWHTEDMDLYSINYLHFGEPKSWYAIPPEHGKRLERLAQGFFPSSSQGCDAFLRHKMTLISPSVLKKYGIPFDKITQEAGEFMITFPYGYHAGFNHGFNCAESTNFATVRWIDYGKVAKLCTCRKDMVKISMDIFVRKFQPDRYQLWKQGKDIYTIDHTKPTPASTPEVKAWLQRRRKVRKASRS
#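 System – N-terminal GST-fused human GASC-1 (KDM4C) fragment, residues 2-372 · Input – enzyme final amount 10 nM · Technique – LANCE TR-FRET, Eu antibody, ULight-streptavidin, EDTA, ex 340 nm, em 618/671 nm · Medium – HEPES buffer, pH 7.5, plus ascorbate · Incubation – enzyme reaction 30 min, then detection 60 min, both room temperature · Reagent – H3K9me3 peptide with Fe(II)/2OG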
# Tcruzi prolif: T. cruzi intracellular proliferation inhibitors, primary screen, cell-based, beta-gal Tulahuen parasites, NIH3T3 host, luminescence; AID 624255, 2012; inhibition, % at 8.34 µM; 77,000 tested, 5.9% active; T. cruzi beta-gal in NIH3T3, GalScreen luminescence, 90 h;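 active = mean inhibition above about 93%, with at least 55% of replicates each passing it, limit read from the data, passing the limit was not always enough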
# An asterisk follows results filed as active; . = not tested or not shown; & = joins results of further samples.
Molecule | Tcruzi prolif | KDM4C inh | C diff growth | Pf Dd2 inh
C[C@H]1CN([C@@H](C)CO)C(=O)c2cccc(NC(=O)c3ccc(-c4nccs4)cc3)c2O[C@H]1CN(C)S(=O)(=O)c1ccccc1 | 42.4 | 1.0 | -13.9 | 17.7
O=C(C[C@@H]1CC[C@@H]2[C@H](COC[C@H](O)CN2Cc2cc(F)cc(F)c2)O1)NC1CCCC1 | 67.7 | -2.6 | -1.6&-7.8 | -5.5
COc1ccc(CN(C)C[C@@H]2OCCCC[C@H](C)Oc3ccc(NC(=O)C4CCCCC4)cc3C(=O)N([C@H](C)CO)C[C@@H]2C)cc1 | 82.5 | 1.8 | 6.0 | -61.7
C[C@@H]1CN([C@H](C)CO)C(=O)c2cc(C#CC3(O)CCCC3)cnc2O[C@@H]1CN(C)S(=O)(=O)c1ccccc1 | -20.8 | 2.1 | -7.2 | .
Cc1ccc(S(=O)(=O)N[C@@H]2CC[C@H](CCNS(=O)(=O)Cc3ccccc3)O[C@@H]2CO)cc1 | 12.9 | 0.1 | -3.6 | -15.7
C[C@H](CO)N1C[C@H](C)[C@H](CN(C)CC2CC2)Oc2ccc(NC(=O)c3ccncc3)cc2C1=O | . | -0.5 | 3.1 | 0.5
COc1cc(CN2CC3(CN(S(=O)(=O)c4cccc(F)c4)C3)c3c([nH]c4cc(OC)ccc34)[C@@H]2CO)cc(OC)c1 | . | . | -11.6 | -33.6
CC(C)NC(=O)Nc1ccc2c(c1)C(=O)N([C@H](C)CO)C[C@H](C)[C@@H](CN(C)Cc1ccc(Cl)c(Cl)c1)OCCCC[C@@H](C)O2 | . | -0.4 | 0.4 | .
CO[C@@H]1CN(C)C(=O)c2cc(NC(=O)NC(C)C)ccc2OC[C@@H](C)N(C(=O)CC2CC2)C[C@H]1C | 20.7 | 0.0 | . | 12.5
COCC#Cc1ccc([C@@H]2[C@@H](C#N)N(C(=O)NC3CCCCC3)[C@@H]2CO)cc1 | . | -0.1 | 0.3 | -35.0
CCCNC(=O)C[C@@H]1C[C@@H]2c3cc(NC(=O)Nc4ccccc4F)ccc3O[C@@H]2[C@H](CO)O1 | -37.9 | -2.4 | -12.5 | -18.8
Cc1noc(C)c1S(=O)(=O)N(C)C[C@@H]1OCc2ccccc2-c2c(n(C)c3ccccc23)C(=O)N([C@H](C)CO)C[C@@H]1C | 84.8 | 0.8 | -0.9 | -83.8*
C[C@H](O)C#Cc1ccc2c(c1)O[C@H](CN(C)CC1CCOCC1)[C@H](C)CN([C@@H](C)CO)S2(=O)=O | 52.2 | . | 24.4 | 11.5
C[C@H](CO)N1C[C@H](C)[C@H](CN(C)C)Oc2cc(C#Cc3ccccc3)ccc2S1(=O)=O | -9.7 | 0.2 | 10.8 | -15.6
Cc1cc(C(=O)Nc2cccc3c2O[C@@H](CN(C)CC2CCCCC2)[C@H](C)CN([C@@H](C)CO)C3=O)n(C)n1 | 27.8 | -0.7 | 0.3 | -25.8
C[C@H](CO)N1C[C@H](C)[C@@H](CN(C)Cc2ccc(-c3ccccc3)cc2)Oc2ccc(NC(=O)CCCN(C)C)cc2CC1=O | . | 0.6 | -7.2 | -17.4
CCNC(=O)C[C@H]1C=C[C@@H](NS(=O)(=O)c2ccc(F)cc2)[C@@H](CO)O1 | -32.1 | -1.6 | . | 10.7
Cc1noc(C)c1NC(=O)Nc1ccc2c(c1)C(=O)N([C@@H](C)CO)C[C@H](C)[C@H](CN(C)Cc1ccc(C(=O)O)cc1)OCCCC[C@@H](C)O2 | 19.0 | 1.2 | . | 38.4
CO[C@H]1CN(C)C(=O)c2cc(NC(C)=O)ccc2OC[C@@H](C)N(C(=O)CN2CCOCC2)C[C@H]1C | -26.6 | -0.8 | . | 12.9
C[C@@H]1CCCCO[C@H](CN(C)C(=O)Nc2ccccc2)[C@@H](C)CN([C@H](C)CO)C(=O)c2cc(NC(=O)CCC(F)(F)F)ccc2O1 | . | 1.3 | 8.1 | .
CCCN1[C@H](C(=O)NCCc2cn(C)cn2)[C@@H](CO)[C@@H]2Cn3c(ccc(-c4ccccc4)c3=O)[C@@H]21 | 15.8 | 3.0 | -3.0 | -0.7
C[C@H](CO)N1C[C@H](C)[C@H](CN(C)Cc2cccnc2)Oc2ncc(/C=C/c3ccccc3)cc2C1=O | 50.3 | 5.2 | 1.2 | -20.9
O=C(C[C@H]1CC[C@@H]2[C@H](COC[C@H](O)CN2C(=O)Cc2ccccc2)O1)NC1Cc2ccccc2C1 | 50.7 | -3.8 | 6.2&-5.2 | 5.1
CN1c2ccc(-c3ccc(F)cc3)cc2[C@H]2[C@H](CCN2C(=O)c2cccnc2)[C@@H]1CO | 91.4 | 0.9 | -6.1 | -7.8
CC(C)NC(=O)N(C)C[C@@H]1Oc2ncc(C#CC3CC3)cc2C(=O)N([C@H](C)CO)C[C@H]1C | . | 0.2 | -3.0 | 17.2
Cc1ccc(S(=O)(=O)N(C)C[C@H]2Oc3ccc(NC(=O)CCN4CCOCC4)cc3C(=O)N([C@@H](C)CO)C[C@@H]2C)cc1 | 8.0 | -4.5 | -7.9 | -26.1
C[C@H]1CN([C@@H](C)CO)C(=O)Cc2cc(NC(=O)CCCN(C)C)ccc2O[C@@H]1CN(C)S(=O)(=O)c1cn(C)cn1 | -12.6 | 2.0 | -3.8 | 23.9
C[C@@H]1CN([C@@H](C)CO)S(=O)(=O)c2ccc(-c3ccc(F)cc3)cc2O[C@H]1CN(C)C(=O)Nc1ccccc1F | 15.9 | -0.9 | -6.2 | -59.9
COc1ccc(NC(=O)N(C)C[C@@H]2Oc3ccc(NC(=O)CCCCCC(=O)Nc4ccccc4N)cc3CC(=O)N([C@@H](C)CO)C[C@H]2C)cc1 | 46.9 | -0.8 | -5.7 | 12.4
C[C@@H]1CN([C@H](C)CO)C(=O)c2cc(Br)cnc2O[C@H]1CN(C)C(=O)c1ccc(F)cc1 | 31.7 | 2.8 | 3.8&2.6 | 31.8&-0.6
COCC(=O)N(C)C[C@@H]1Oc2ncc(-c3ccccc3C)cc2C(=O)N([C@@H](C)CO)C[C@@H]1C | -2.9 | 0.5 | -1.5 | 33.0
CCCN(C)C[C@H]1Oc2cc(Br)ccc2S(=O)(=O)N([C@@H](C)CO)C[C@H]1C | -23.6 | 0.6 | 0.5 | -4.6
C[C@H](CO)N1C[C@H](C)[C@H](CN(C)Cc2ccncc2)Oc2ccc(NS(=O)(=O)c3cccs3)cc2CC1=O | 6.4 | 0.9 | -1.2 | -27.5
COc1ccc(CN(C)C[C@H]2Oc3c(NC(=O)c4ccc(-c5nccs5)cc4)cccc3C(=O)N([C@H](C)CO)C[C@H]2C)cc1 | -5.3 | -1.0 | 3.9 | -71.8
CCC(=O)N1[C@@H]2Cn3c(ccc(-c4ccncc4)c3=O)[C@H]1[C@@H](C(=O)N1CCc3ccccc3C1)[C@@H]2CO | -14.8 | 2.8 | 1.9 | -3.9
CN1C(=O)c2cc(NC(=O)c3cccs3)ccc2OC[C@H]2O[C@@H](CC(=O)N3CCCCC3)CC[C@H]21 | 44.3 | 0.6 | -9.0 | 4.5
C[C@@H]1CN([C@H](C)CO)C(=O)Cc2cc(NC(=O)Nc3ccc4c(c3)OCO4)ccc2O[C@H]1CN(C)S(=O)(=O)c1ccc(Cl)cc1 | -49.2 | -0.1 | 10.1 | 1.3
Cc1ccc(S(=O)(=O)N(C)C[C@H]2Oc3ccc(NS(=O)(=O)c4c(C)noc4C)cc3C(=O)N([C@H](C)CO)C[C@@H]2C)cc1 | 3.1 | 1.7 | -1.5 | -26.7
CCCC#Cc1ccc2c(c1)O[C@H](CN(C)C)[C@@H](C)CN([C@@H](C)CO)S2(=O)=O | 94.6 | 0.1 | 3.7 | -37.8
C[C@@H]1CN([C@@H](C)CO)C(=O)c2cc(C#CC3CCCCC3)cnc2O[C@H]1CN(C)C | -6.5 | 4.3 | -8.3 | -36.8
CCCNC(=O)Nc1ccc2c(c1)OC[C@@H](C)N(CC1CCCC1)C[C@H](C)[C@@H](OC)CN(C)C2=O | -30.4 | 0.6 | 1.8 | -29.5
Cc1noc(C)c1S(=O)(=O)Nc1cccc2c1O[C@H](CN(C)C)[C@H](C)CN([C@H](C)CO)C2=O | -21.0 | -0.9 | -1.6 | 5.6
C[C@@H]1CN([C@H](C)CO)C(=O)c2cccc(NC(=O)c3ccc(-c4nccs4)cc3)c2O[C@@H]1CN(C)S(=O)(=O)c1ccc(F)cc1 | -67.0 | -2.1 | -10.5 | -22.5
C[C@@H](NC(=O)C[C@H]1C=C[C@@H](NC(=O)Cc2ccccn2)[C@@H](CO)O1)c1ccccc1 | 32.1 | 1.4 | -6.0 | -12.5
C[C@H]1CN([C@@H](C)CO)C(=O)c2cc(NC(=O)CCN3CCOCC3)ccc2O[C@H]1CN(C)Cc1ccc(C(=O)O)cc1 | 9.0 | 12.1 | . | 28.9
C[C@H]1CCCCO[C@@H](CN(C)C(=O)Nc2ccc(C(F)(F)F)cc2)[C@@H](C)CN([C@@H](C)CO)C(=O)c2cc(NC(=O)Nc3ccc4c(c3)OCO4)ccc2O1 | 121.1* | -1.7 | 3.0 | -7.8
O=C(CN1CCOCC1)N1CC(=O)N2[C@H](CO)[C@@H](c3ccc(/C=C/c4ccccc4)cc3)[C@H]2C1 | . | -0.7 | -3.0 | -8.3
C[C@@H]1CN([C@H](C)CO)C(=O)Cc2cc(NC(=O)Nc3ccccc3)ccc2O[C@H]1CN(C)S(=O)(=O)c1ccc(F)cc1 | -10.3 | 0.0 | -1.1 | -30.3
COc1ccccc1C(=O)Nc1ccc2c(c1)C(=O)N(C)C[C@@H](OC)[C@H](C)CN(C)[C@H](C)CO2 | -1.7 | 0.6 | 2.2 | -22.9
C[C@@H]1CCCCO[C@@H](CN(C)CC2CC2)[C@@H](C)CN([C@H](C)CO)C(=O)c2cc(NC(=O)c3ccccc3)ccc2O1 | 16.8 | -0.5 | 0.6 | -72.8

# Five entries from above, ordered by formula weight, low to high:
Molecule | Tcruzi prolif | KDM4C inh | C diff growth | Pf Dd2 inh
C[C@@H](NC(=O)C[C@H]1C=C[C@@H](NC(=O)Cc2ccccn2)[C@@H](CO)O1)c1ccccc1 | 32.1 | 1.4 | -6.0 | -12.5
O=C(CN1CCOCC1)N1CC(=O)N2[C@H](CO)[C@@H](c3ccc(/C=C/c4ccccc4)cc3)[C@H]2C1 | . | -0.7 | -3.0 | -8.3
CCCNC(=O)Nc1ccc2c(c1)OC[C@@H](C)N(CC1CCCC1)C[C@H](C)[C@@H](OC)CN(C)C2=O | -30.4 | 0.6 | 1.8 | -29.5
C[C@@H]1CCCCO[C@@H](CN(C)CC2CC2)[C@@H](C)CN([C@H](C)CO)C(=O)c2cc(NC(=O)c3ccccc3)ccc2O1 | 16.8 | -0.5 | 0.6 | -72.8
C[C@@H]1CN([C@H](C)CO)C(=O)Cc2cc(NC(=O)Nc3ccccc3)ccc2O[C@H]1CN(C)S(=O)(=O)c1ccc(F)cc1 | -10.3 | 0.0 | -1.1 | -30.3

# Other results:
Molecule | Tcruzi prolif | KDM4C inh | C diff growth | Pf Dd2 inh
C[C@H](CO)N1C[C@H](C)[C@H](CN(C)C(=O)Nc2ccc3c(c2)OCO3)Oc2ccc(N(C)C)cc2C1=O | 30.0 | 11.9 | 1.0 | -4.7
C[C@H]1CN([C@@H](C)CO)C(=O)c2cc(NC(=O)C3CCCCC3)ccc2O[C@@H]1CN(C)S(=O)(=O)c1ccccc1 | 12.0 | -0.1 | -5.6 | -21.2
CCCC#Cc1ccc([C@@H]2[C@H]3CN(C(=O)NC4CCCC4)CC(=O)N3[C@H]2CO)cc1 | . | -1.1 | 1.4 | -29.4
COc1cccc(C(=O)N2C[C@@H]3[C@H](c4ccccc42)[C@@H](CO)N3C(=O)c2cccc(F)c2)c1 | 42.8 | 3.1 | -1.0 | -6.6
COc1ccccc1S(=O)(=O)N[C@H]1CC[C@H](CCn2cc(C3CCCC3)nn2)O[C@H]1CO | . | -0.8 | -1.9 | -4.6
COc1cccc(S(=O)(=O)Nc2ccc3c(c2)C(=O)N(C)[C@H]2CC[C@H](CC(=O)NCC4CCCCC4)O[C@H]2CO3)c1 | -4.1 | -1.2 | -7.2 | -0.5
CC(C)NC(=O)N(C)C[C@H]1Oc2c(cccc2N(C)C)C(=O)N([C@H](C)CO)C[C@@H]1C | 35.6 | 1.2 | 23.2 | -23.6
COc1ccc(S(=O)(=O)Nc2ccc3c(c2)C(=O)N([C@H](C)CO)C[C@@H](C)[C@H](CN(C)Cc2ccc4c(c2)OCO4)OCCCC[C@@H](C)O3)cc1 | 93.5 | 0.4 | -2.0 | -67.0
CO[C@H]1CN(C)C(=O)c2ccc(NC(C)=O)cc2OC[C@H](C)N(C(=O)c2ccccc2F)C[C@H]1C | 39.6 | -0.2 | 1.9 | -7.0
Cc1ccccc1-c1cnc2c(c1)C(=O)N([C@@H](C)CO)C[C@H](C)[C@@H](CN(C)C(=O)c1cccnc1)O2 | -28.7 | -2.2 | 3.1 | .
Cn1cnc(S(=O)(=O)N2CCCCN3[C@H](CO)[C@@H](c4ccc(-c5cccc(F)c5)cc4)[C@@H]3C2)c1 | 103.4* | -0.5 | -8.9 | 41.4
